Screens: PubChem, National Center for Advancing Translational Sciences (NCATS)
D2 antag: D2 dopamine receptor (human) antagonism; HEK293 TREx D2 cells, calcium flux, dopamine EC80; inhibition, % at 10 µM; 340,000 compounds, 2% hits; AID 485344; in the data active = inhibition above about 30%; also: 0% is about no effect
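In this primary screen, negative modulation is detected by tracking calcium flux after an EC80 dopamine challenge in inducible HEK293 T-REx D2 cells preexposed to test compound for 180 s.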
12-LOX inh: ALOX12 (human) lipoxygenase inhibition | P18054 | 580,000 compounds, 1.1% hits | Potency, µM (top dose mostly 108 µM), for the others: at the top dose activity change, negative = inhibition, actives largely listed as inhibitors | purified 12hLO, xylenol orange hydroperoxide absorbance; also: potency is read from the fitted curve at half-maximal effect; % is scaled to controls: 0 for no effect and ±100 for the full control effect
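Hydroperoxide product was detected by ferrous iron/xylenol orange as the 573 to 405 nm absorbance ratio. Arachidonic acid at 40 uM (final) was turned over for 30 min at room temperature by 150 nM human 12hLO, pH 7.0 Hepes buffer, after 15 min compound preincubation.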
RGS4 inh: inhibitors of human regulator of G protein signaling 4 | Transcreener GDP fluorescence polarization, RGS4-accelerated GTP hydrolysis | P49798 | AID 504845 | 390,000 compounds, 0.039% hits | Potency, µM (series often up to 114 µM), without a hit: at the top dose activity change, negative = inhibition, most hits filed as inhibitors; also: potency is read from the fitted curve at half-maximal effect; % is scaled to controls: 0 for no effect and ±100 for the full control effect; nearly all actives have a fitted effect of over 75% in size; some results filed as inactive show a strong effect at the top dose
Target sequence (P49798 whole entry, looked up): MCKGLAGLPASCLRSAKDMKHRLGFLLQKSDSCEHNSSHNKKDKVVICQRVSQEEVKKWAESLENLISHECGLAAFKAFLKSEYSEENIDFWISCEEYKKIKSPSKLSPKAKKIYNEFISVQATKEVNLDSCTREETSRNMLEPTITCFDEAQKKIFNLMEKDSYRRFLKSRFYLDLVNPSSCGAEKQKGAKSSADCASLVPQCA
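MLSMR compounds (23 nl, pin-transferred) preincubated 10 min at room temperature with a 500nM (2x) first reagent, then RGS4 at 900nM (2x) plus Transcreener GDP mix added; fluorescence polarization (620/688 nm) read before and after 90 min at 30 °C.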
GRP78 ERSR act: inducers of ER stress response in human glioma cells; U87-MG GRP78 promoter luciferase reporter, 16 h; Potency, µM, for the others: at the top dose activation, usual class: activators; 420,000 compounds, 0.02% hits; AID 602332; also: potency is read from the fitted curve at half-maximal effect; series mostly up to about 76 µM; % of control where 0% means no effect; nearly all actives have a fitted effect of over 35% in size
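Stably transfected U87-MG human glioma cells carrying a GRP78-based luminescent sensor were seeded at 1000 cells/well, pin-dosed with compounds and incubated 16 h. Luciferase reagent was then added, and end-point luminescence was read after 10 min at room temperature.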
Vif-APOBEC3G blk: blocks the Vif interaction with human APOBEC3G; HeLa A3G-eYFP + Vif (tagged APOBEC3G with the HIV-1 protein that degrades it), YFP fluorescence, overnight; 410,000 compounds, 0.076% hits; Potency, µM (series often up to 46.1 µM), for inactives: at the highest dose activity, negative = active, actives largely listed as inhibitors;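 also: potency is read from the fitted curve at half-maximal effect; % is scaled to controls: 0 for no effect and ±100 for the full control effect; nearly all actives have a fitted effect of over 60% in size; hits raise eYFP signal because A3G escapes Vif-driven loss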
Target sequence (Q9HC16 whole entry, looked up): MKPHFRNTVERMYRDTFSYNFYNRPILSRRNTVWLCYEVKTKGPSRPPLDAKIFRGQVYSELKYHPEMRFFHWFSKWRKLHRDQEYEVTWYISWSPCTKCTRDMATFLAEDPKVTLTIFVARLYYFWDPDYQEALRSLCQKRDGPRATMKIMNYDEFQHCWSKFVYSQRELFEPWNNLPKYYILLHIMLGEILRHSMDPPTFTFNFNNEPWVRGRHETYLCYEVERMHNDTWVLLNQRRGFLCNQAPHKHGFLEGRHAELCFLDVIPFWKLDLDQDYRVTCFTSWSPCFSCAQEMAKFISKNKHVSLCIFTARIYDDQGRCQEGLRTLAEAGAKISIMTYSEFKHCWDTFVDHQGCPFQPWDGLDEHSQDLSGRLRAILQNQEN
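Read-out is eYFP fluorescence (Ex 488/Em 500-530) from Vif-expressing HeLa A3G-eYFP cells; more signal means A3G escaped Vif-mediated degradation. Cells plated overnight, compound pinned in, incubated overnight at 37 deg C.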
Vif-A3F inh: Vif-A3F binding inhibition; HeLa A3F-eYFP + Vif (tagged APOBEC3F with the HIV-1 protein that degrades it), YFP fluorescence increase; Potency, µM (titrated, usually from 46.1 µM), without a hit: top-dose activity, negative = active; 390,000 compounds, 0.2% hits; AID 602313; also: potency is read from the fitted curve at half-maximal effect; % of control where 0% means no effect; nearly all actives have a fitted effect of over 65% in size
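HeLa cells stably expressing Vif plus C-terminally eYFP-tagged A3F were seeded, incubated overnight at 37 deg C, dosed with compound, incubated overnight again at 37 deg C. Yellow fluorescence (Ex 488/Em 500-530) reported blocked Vif-mediated A3F-eYFP degradation.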
D2 ag: D2 dopamine receptor (human) agonism; P14416; HEK293 T-REx D2 cells, calcium flux agonist mode; activation, % at 2 µM; 340,000 compounds, 0.53% hits;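 active = activation over 3 SD above normal in the single-dose calcium agonist read, cut at about 30% in these data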; also: 0% is about no effect
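Agonism scored from kinetic calcium signal (1 read/sec, 180 s) following compound pin transfer, after a 10 s baseline. Cells: HEK293 Trex line expressing inducible D2 receptor coupled to calcium, dye-loaded after overnight culture at 30 C.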
LDHA block: LDHA (human) enzyme inhibition | 480,000 compounds, 0.15% hits | purified LDHA, NADH/diaphorase-resazurin fluorescence; stronger effect = lower value | P00338 | activity change, % (values are at about 110 or 230 µM); in the data active = activity change below about -30%; inconclusive = mostly about -25% to -30%;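 also: plate controls were DMSO wells for no effect and wells without enzyme for full effect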
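Enzyme activity of human lactate dehydrogenase 5 (2 nM; 0.06 mM NADH, 0.2 mM pyruvate, 5 min, RT) is measured via a resazurin/diaphorase fluorescence readout of residual NADH.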
ERG-DNA inh: blocks human ERG Ets domain binding to DNA. P11308. fluorescence polarization, His-ERG Ets domain / labelled DNA. Potency, µM (highest dose often 76.9 µM), for the others: at the highest dose FP activity, negative = inhibition, usual class: inhibitors. 370,000 compounds, 0.028% hits. AID 624246; active = well fitted inhibition curve with a large enough effect in the polarisation, with a control signal flat; inconclusive = small, poorly fitted or top-dose-only effect, or effect the other way, or a change in a side signal; inactive = no such curve, though single readings can be large or run the other way; the % refers to the polarisation;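 also: polarization taken with two DNA probes labelled with fluorescein and Texas red; potency is read from the fitted curve at half-maximal effect; % of control where 0% means no effect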
Target sequence (P11308 whole entry, looked up, the tested form may be a part): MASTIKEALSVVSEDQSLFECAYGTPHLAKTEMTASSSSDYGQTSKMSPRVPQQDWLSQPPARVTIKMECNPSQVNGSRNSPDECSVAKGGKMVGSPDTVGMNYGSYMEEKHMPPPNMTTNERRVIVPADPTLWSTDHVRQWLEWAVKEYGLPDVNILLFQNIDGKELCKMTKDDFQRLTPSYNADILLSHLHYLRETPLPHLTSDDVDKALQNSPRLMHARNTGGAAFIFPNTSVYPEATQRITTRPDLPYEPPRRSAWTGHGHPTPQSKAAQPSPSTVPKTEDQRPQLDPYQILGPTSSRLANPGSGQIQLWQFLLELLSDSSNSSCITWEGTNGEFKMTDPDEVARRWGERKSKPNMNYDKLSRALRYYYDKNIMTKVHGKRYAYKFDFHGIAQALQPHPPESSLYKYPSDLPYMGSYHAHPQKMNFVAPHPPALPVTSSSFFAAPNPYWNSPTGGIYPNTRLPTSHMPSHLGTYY
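His-tagged ERG Ets domain (1 uM in the protein solution; 300mM KCl, 50mM Tris-HCl, 1mM EDTA, 1mM DTT, pH 7.5) received compound, then a probe mix of 5 nM fluorescein-DNA and 100nM Texas-615-DNA. Fluorescence polarization was read for both dyes.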
* marks the source's active call; other numbers are inactive results; ? = inconclusive; · = no result given; & = joins results of further samples; [ ] = another dose, or the depositor's remark. Unless noted, calls follow the shape of the dose curve; as a rule, active = well fitted curve in the direction sought with a large enough effect; inconclusive = small, poorly fitted or top-dose-only effect, or another doubt; inactive = no such curve, though single readings can be large; an effect the other way counts as inactive or inconclusive.

Compound	D2 antag	12-LOX inh	RGS4 inh	GRP78 ERSR act	Vif-APOBEC3G blk	Vif-A3F inh	D2 ag	LDHA block	ERG-DNA inh
CCC1S/C(=N/N=C/c2ccco2)N(c2ccc(F)cc2)C1=O (stereo not given)	-7	-25%	-6%	-6%	-1%	?	-0.1	-9	-18%
CCOC(=O)c1sc2ccccc2c1S(=O)(=O)N1CCN(c2ccccc2)CC1	·	-24%	-10%	-2%	-2%	5%	·	-2	-1%
O=C(c1ccc(-n2cnnn2)cc1)N1CCN(C(c2ccccc2)c2ccccc2)CC1	-20	129%[activator]	10%	-7%	5%	-1%	-1.7	2	-7%
CCN1CCN(C(=O)Cn2ncc3c4ccccc4n(Cc4ccccc4)c3c2=O)CC1	·	-25%	12%	-2%	3%	-2%	0.1	-9	-1%
O=C(O)CSc1nnc(-c2ccccc2O)n1Cc1ccccc1	-9	?	-12%	-5%	-3%	·	1.7	-2	-1%
O=C(COc1ccc(S(=O)(=O)N2CCCC2)cc1Cl)Nc1ccc2c(c1)OCO2	16	-9%	15%	-2%	-2%	4%	0.1	-5	-11%
CC(=O)OC(C)C1C2=C(C(=O)CC1(C)O)C(=O)c1c(ccc(-c3ccc4c(c3O)C(=O)C3=C(C4=O)C(C(C)OC(C)=O)C(C)(O)CC3=O)c1O)C2=O (stereo not given)	·	-24%	-26%	-4%	0%	2%	·	16	1%
O=C(CSc1nc2ccccc2c(=O)[nH]1)N1CCN(c2ccccc2F)CC1	-3	-22%	-9%	0%	0%	17%	9.0	-14	-2%
COc1ccc(N2CCN(C(=O)C3(S(=O)(=O)c4ccc(C)cc4)CC3)CC2)cc1	-9	-7%	2%	-3%	-2%	3%	-0.5	2	-2%
COc1cc(OC)cc(C(=O)Nc2nc(-c3ccccc3)c(-c3ccccc3)o2)c1	8	-2%	3%[11.4 µM]	-5%	3%	1%	-0.6	2	10%
O=C(O)CCCNC(=O)c1ccccn1	0	-2%	4%	0%	-2%	-4%	1.8	1	-1%
Cc1cc(C)nc(N/N=C/c2ccccc2OCc2ccc([N+](=O)[O-])cc2)n1	-9	7%	-12%	2%	-8%	-1%	-1.4	-7	2%
Cc1cc(C)nc(NCC(O)CNc2ccccc2C)n1 (stereo not given)	-6	-26%	27%	-5%	1%	-24%	0.1	-1	-1%
CCCCN1CC[C@H]2C=CC[C@@H](C(=O)NCCc3ccccc3)[C@H]2C1=O	·	?	4%	-1%&5%	-1%&-1%	-2%	·	2	-4%
CCOCCCN(CCC#N)S(=O)(=O)c1ccc(S(=O)(=O)N2CCCC2)cc1	-13	-8%	5%	-5%	0%	-2%	1.2	1	·
Cc1ccccc1N1CCN(C2CCCN(C(=O)CCN3CCCCC3=O)C2)CC1 (stereo not given)	-4	5%	-25%[56.9 µM]	-3%	1%	4%	0.3	-1	-5%
O=C(Nc1ccc(OCc2cc(=O)n3c4c(sc3n2)CCCC4)cc1)c1ccc(F)cc1	·	-17%	3%	-1%	1%	-10%	-0.2	1	0%
CC(=O)Nc1ccc(-c2nnn(CC(=O)c3ccc(F)cc3)n2)cc1Cl	-9	0%	-25%	-5%	1%	0%	0.4	-8	4%
COc1ccc(Br)c(Cn2c(C)c(C(=O)NCc3ccccc3C(F)(F)F)sc2=O)c1	·	-8%	·	0%	0%	·	·	1	·
CCc1ccc(OCC(=O)Nc2c(C(=O)c3ccc(Br)cc3)oc3ccccc23)cc1	·	0%	-3%	-2%	1%	-2%	0.2	5	0%
COC(=O)C1CN(C(=O)COc2ccc(C)c(C)c2)c2ccccc2O1 (stereo not given)	18	77%[activator]	-2%	5%	0%	-3%	0.6	-5	-6%
Nn1c(SCc2ccc([N+](=O)[O-])cc2)nc2ccccc2c1=O	-9	-25%	10%	-4%	0%	-1%	0.0	-12	-4%
CNc1ccc(-c2ccccc2CO)cn1	·	?	·	0%	-3%	·	·	-7	·
Cc1ccc(-n2c(SCC(=O)Nc3ccc4c(c3)OCO4)nnc2-c2ccoc2C)cc1	18	6%	?	-4%	3%	-4%	-1.7	-5	2%
O=C(Nc1cccc(C(=O)NC2CC2)c1)c1ccc(Cl)c(S(=O)(=O)N2CCOCC2)c1	·	-5%	8%	-1%	5%	-31%	·	-4	3%
COc1ccc(C(=O)C[n+]2ccc(C)cc2)cc1	-11	-23%	-16%	-3%	-2%	1%	-1.0	-2	9%
COCCNC(=O)C(C)OC(=O)C1=Cc2ccccc2OC1 (stereo not given)	·	4%	-1%	-2%	-4%	-3%	·	-14	-4%
O=C(Cc1ccc(F)cc1)NC1CC(=O)N(c2ccccc2)C1 (stereo not given)	·	-24%	-13%	1%	0%	-1%	0.5	-5	-3%
O=C(CSc1ncnc2c1nnn2Cc1ccccc1F)NCC1CCCO1 (stereo not given)	1	4%	-4%	16%	-20%	2%	-0.5	1	4%
CC(=O)Oc1cccc(/C=C2\C=C(c3ccc(C)cc3)OC2=O)c1	-4	?	?	-2%	2%	-2%	0.8	-5	13%
C#CCOc1ccc(/C=C2/C(=O)ON=C2C)cc1OCC	11	0%	?	-3%	-9%	-16%	0.5	-2	1%
O=C(C1CC(=O)N(c2ccc(Cl)cc2)C1)N1CCOCC1 (stereo not given)	·	-5%	-13%	-4%	8%	3%	·	-7	1%
COc1cccc(C(C(=O)NC(C)(C)C)N(C(=O)CCC(=O)Nc2cc(C)on2)C(C)(C)C)c1OC (stereo not given)	12	0%	-15%	4%	2%	7%	0.6	-3	6%
CCc1ccccc1NC(=O)CSc1nnc(-c2cc(C)[nH]n2)n1N	-2	0%	-16%	0%	1%	-8%	0.0	-2	7%
Nc1c2c(nc3ccccc13)CCCC2	-12&14	?	?	-5%&-1%&-4%&-8%&-4%&-3%&-5%&-5%&-3%	1%&5%&5%	9%&-2%	1.8&-2.0	-7&-4&1	0%&18%
CC(=O)Nc1ccc(S(=O)(=O)Nc2ccc(=O)n(Cc3ccc(Cl)c(Cl)c3)c2)cc1	-1	-11%	-20%	-4%	-4%	-9%	0.9	-1	-2%
COC(=O)[C@H](CCSC)NC(=O)Nc1cc(OC)cc(OC)c1	·	-80%	17%	-3%	-4%	0%	·	-5	-13%
CCNC(=O)C1(C)CCN(C(=O)c2ccccc2F)C1 (stereo not given)	·	20%	·	-1%	-2%	·	·	0	·
Cc1ccccc1OCC(=O)OC(C)C(=O)NC1CCCC1 (stereo not given)	8	2%	3%	-2%	0%	-2%	-0.3	2	5%
Cc1cc(C(=O)NNC(=O)C(C)NS(=O)(=O)c2ccccc2F)c(C)o1 (stereo not given)	·	1%	10%	-3%	-7%	6%	·	-15	2%
COc1cccc(NC(=O)c2cccc(N3C(=O)C4C5C=CC(C5)C4C3=O)c2)c1 (stereo not given)	2	-23%	26%	4%	0%	2%	-0.3	-3	-1%
COc1cccc(-c2cnc3c(NC(C)=O)cc(-c4cc(OC)c(OC)c(OC)c4)cn23)c1	·	-4%	·	2%	?	·	·	2	·
COc1ccc(NC(=O)CSc2ccc3c(c2)OCCO3)cc1	·	-21%	8%	3%	8%	0%	·	-8	-3%
COCCn1c(C)cc(C(=O)CSc2nc(C)nc3sc4c(c23)CCC4)c1C	·	-24%	-47%	-3%	2%	-12%	·	-10	-8%
Cc1c(C(=O)NCCCN2CCOCC2)sc2nc(-c3ccc(F)cc3)cn12	14	5%	4%	-1%	1%	-12%	-0.5	0	6%
COc1ccc(OC)c(CCNC(=O)c2cccc(NC(=O)C3=C(C)OCCS3)c2)c1	-4	-9%	13%[56.9 µM]	-3%	-9%	-4%	0.0	-11	-1%
O=C(Nc1ccccc1)C1=C(N2CCOCC2)/C(=C/c2cccnc2)CC1	-1	-11%	-30%	2%	-6%	1%	0.7	-6	·
Cn1c(SCCN2CCOCC2)nc2sc3c(c2c1=O)CCCC3	0	16%	24%	6%	-3%	4%	0.2	-6	6%
Cc1cccc(CS(=O)(=O)c2cn(CC(=O)N3CCOCC3)c3ccccc23)c1	0	128%[activator]	-6%	1%	-4%	1%	0.0	3	-7%
N#Cc1nc(-c2ccccc2)oc1NCC1CCCO1 (stereo not given)	-2	-10%&-6%	-8%	3%	1%	-2%	0.2	0&0	9%
COC(c1ccccc1)c1nnc(CCC(=O)NCCC(C)C)o1 (stereo not given)	-9	4%	25%	-1%	1%	-3%	0.4	-5	-16%
CCOc1ccc2c(C)c(Cl)c(=O)oc2c1	10	0%	?	0%	1%	5%	-0.8	-3	-1%
Cc1cc(OCC(=O)Nc2cc(S(=O)(=O)N3CCOCC3)ccc2N2CCCC2)ccc1C(C)C	-6	-8%	-24%	-1%	0%	-7%	-2.0	-1	13%
Cc1ccc(NC(=O)C2CCCN2C(=O)NC2CCCCC2)cc1 (stereo not given)	2	7%	-11%	0%	1%	-4%	0.2	-1	-5%
C=CCSc1nc2ccccc2c2nc(-c3ccccc3)nn12	-20	-2%	-28%	3%	-6%	-3%	-0.6	-6	-1%

A portion of the library. The share of hits here may be higher or lower than overall.
